# FXIa inh: inhibitors of human coagulation factor XIa; purified FXIa, Boc-Glu-Ala-Arg-AMC fluorogenic substrate; inhibition, % at 5 µM; AID 798; 220,000 compounds, 0.14% hits; P03951;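 active = inhibition of at least 40%; inactive = inhibition below 40%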;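 also: fluorescence of freed AMC excited at 355 nm; 0% = enzyme without compound and 100% = no enzyme blank; many of its hits are not listed in these tables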
# 14-3-3 Bad PPI: disrupts binding of bovine 14-3-3 zeta to phospho-Bad peptide. P63103. TR-FRET 14-3-3zeta/Dy647-pBad peptide displacement, 1 h. inhibition, % at 21.7 µM. 220,000 compounds, 0.71% hits;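 active = inhibition above about 70%, limit read from the data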;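 also: 0% = full 14-3-3 plus peptide FRET controls and 100% = background without 14-3-3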
# Target sequence (P63103 whole entry, looked up): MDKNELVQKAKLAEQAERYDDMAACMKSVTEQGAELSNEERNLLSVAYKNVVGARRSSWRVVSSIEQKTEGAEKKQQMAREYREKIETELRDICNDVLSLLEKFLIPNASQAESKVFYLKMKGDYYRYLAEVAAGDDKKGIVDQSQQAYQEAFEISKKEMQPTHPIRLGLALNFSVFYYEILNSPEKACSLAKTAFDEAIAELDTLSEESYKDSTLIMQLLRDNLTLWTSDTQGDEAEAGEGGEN
# Runt-SMMHC FRET: inhibitors of human RUNX1 Runt domain binding to CBFb-SMMHC; Q01196+Q13951; Cerulean-Runt/Venus-CBFb-SMMHC FRET ratio 530/480, 1 h; inhibition, % at 20 µM; 220,000 compounds, 0.74% hits; AID 1434;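 active = mean inhibition across duplicate retests at 20 µM reaching about 50%, limit read from the data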;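 also: 0% = DMSO wells and 100% = wells with excess untagged CBFb-SMMHC; inhibitors lower the FRET ratio by blocking Runt binding to CBFb-SMMHC; some results filed as inactive read as strong as hits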
# thrombin 1536: inhibitors of human thrombin. inhibition, % at 5 µM. P00734. 220,000 compounds, 0.26% hits. alpha-thrombin, Boc-VPR-AMC fluorogenic substrate cleavage;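 active = inhibition at or above 40%; inactive = inhibition below 40%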;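 also: 0% = enzyme with no compound and 100% = wells without enzyme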
#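 System: human alpha-thrombin protein; Compound dosing: one concentration per compound, 5 µM, with 0.2% DMSO; Timing: reaction at room temperature; Technique: AMC fluorescence, 355/460 nm; Controls: enzyme without compound as high, wells lacking enzyme as low.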
# hK5 inh: inhibitors of human kallikrein 5; recombinant hK5, fluorogenic AMC substrate cleavage; Q9Y337; inhibition, % at 5 µM; 210,000 compounds, 0.59% hits;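 active = inhibition of 40% or more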;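 also: 0% = enzyme controls without compound and 100% = no-enzyme blanks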
# Runt-CBFb FRET: blocks binding of human RUNX1 Runt domain to CBFb; Q01196+Q13951; Cerulean-Runt/Venus-CBFb FRET ratio 530/480, 1 h; inhibition, % at 20 µM; 220,000 compounds, 0.46% hits;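 active = inhibition over about 50% at 20 µM in the single-dose screen, limit read from the data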;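 also: 0% = DMSO wells and 100% = excess unlabeled CBFb competitor control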
#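 test system = Cerulean-tagged RUNX1 Runt domain (FRET donor) fusion protein | reagent = Venus-CBFb binding partner, 100 nM | incubation = protein complex preformed 1 h, compound exposure 1 h, room temperature, dark | detection = FRET fluorescence | read-out basis = loss of energy transfer signal | controls = 5 µM unlabeled CBFb as full-inhibition high control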
# Hck-Nef inh: inhibitors of human Hck kinase activated by Nef. Recombinant Hck-YEEI plus Nef, Z-Lyte FRET kinase assay. 220,000 compounds, 0.68% hits. AID 463187. P08631. inhibition, % at 20 µM;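 active = Hck-Nef kinase inhibition above about 50%, limit read from the data; inactive = inhibition below that limit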;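 also: 0% = DMSO with Hck plus Nef and 100% = Hck alone without Nef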
# Wee1 degr inh: blocks degradation of human Wee1 kinase; reporter increase, % at 5 µM; HeLa Luc-Wee1K328M stability, luciferase luminescence; 100% = proteasome inhibitor MG132 effect; P30291; AID 1321; 220,000 compounds, 1.2% hits;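 active = activation above the mean of all tested compounds plus 3 SD, set per screening run, cut at about 8.8% in these data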;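 also: cells exposed to compound for 20 h before luminescence read; 0% = DMSO alone and 100% = MG132 at 30 µM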
# Target sequence (P30291 whole entry K328M): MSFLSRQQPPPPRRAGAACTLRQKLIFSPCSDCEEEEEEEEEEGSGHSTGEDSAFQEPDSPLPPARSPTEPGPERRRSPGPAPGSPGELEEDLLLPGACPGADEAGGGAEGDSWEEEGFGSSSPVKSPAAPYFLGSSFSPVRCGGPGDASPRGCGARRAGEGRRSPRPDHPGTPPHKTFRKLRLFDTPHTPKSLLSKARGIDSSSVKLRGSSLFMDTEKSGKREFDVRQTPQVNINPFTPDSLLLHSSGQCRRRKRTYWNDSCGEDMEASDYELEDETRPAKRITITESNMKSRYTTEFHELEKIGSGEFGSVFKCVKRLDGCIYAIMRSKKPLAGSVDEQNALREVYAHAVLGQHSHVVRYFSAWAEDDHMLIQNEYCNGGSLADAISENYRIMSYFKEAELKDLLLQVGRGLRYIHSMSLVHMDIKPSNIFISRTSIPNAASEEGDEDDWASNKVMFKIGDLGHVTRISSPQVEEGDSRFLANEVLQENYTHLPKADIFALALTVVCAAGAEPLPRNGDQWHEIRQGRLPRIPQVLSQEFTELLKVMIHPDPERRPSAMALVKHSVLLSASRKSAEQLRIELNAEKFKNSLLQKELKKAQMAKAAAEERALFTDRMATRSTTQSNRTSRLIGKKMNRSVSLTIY
# FXIIa inh: blocks human coagulation factor XIIa protease activity. purified FXIIa, Boc-QGR-AMC fluorogenic substrate, 2 h. AID 800. P00748. 220,000 compounds, 0.3% hits. inhibition, % at 5 µM; in the data active = inhibition above about 40%;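 also: 0% = enzyme with no compound and 100% = blank without enzyme; many of its hits are not listed in these tables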
# * marks the source's active call; other numbers are inactive results; · = no result given; [ ] = remark or other dose.
SMILES,FXIa inh,14-3-3 Bad PPI,Runt-SMMHC FRET,thrombin 1536,hK5 inh,Runt-CBFb FRET,Hck-Nef inh,Wee1 degr inh,FXIIa inh
CCN(Cc1ccncc1)Cc1cn(C)nc1-c1ccc(Oc2ccccc2)cc1,0,3,0,-3,5,-8,27,6,13
COc1ccccc1/C=C/C(=O)NC(=S)Nc1ccc(S(=O)(=O)N(C)c2ccccc2)cc1,2,-6,-3,3,-2,0,2,4,7
CN(C)S(=O)(=O)c1cccc(NC(=S)Nc2ccc(Cl)cc2Cl)c1,-9,-6,2,-1,-6,1,7,3,10
CCc1ccccc1NC(=O)C1CC(c2ccc(F)cc2)=NO1 (stereo not drawn),-4,1,-1,-15,0,12,0,1,-14
CCC(C)(C)n1nnnc1CN1CCc2ccccc21,7,-25,2,3,-10,1,-1,1,18
NC(=O)C1CCN(C(=O)N2c3ccccc3Sc3ccccc32)CC1,-4,16,-1,-4,0,-3,1,3,6
CCN1CNC(=S)N(c2cc(C)ccc2C)C1,0,-4[fluorescence artefact?],6,-2,-7,1,-1,-3,5
CCN(CC)CCOC(=O)c1ccc(NC(=O)COc2cc(=O)n(CC)c3ccccc23)cc1,-10,-3,-3,19,-25,0,1,0,-14
CN(c1ccccc1)S(=O)(=O)c1cccc(C(=O)NCCc2ccc(O)c(O)c2)c1,12,1,22,-4,5,29,13,0,12
CC(CCc1ccccc1)NCC(O)c1ccc(O)c(C(N)=O)c1 (stereo not drawn),6,-2,-2,0,-11,-1,0,0,2
CCCCSCCCNC(=S)Nc1ccccc1C,12,5,0,12,0,-4,-12,-4,8
COc1ccc(NC(=O)c2nc[nH]c2C(=O)N2CCN(C(=O)OC(C)(C)C)CC2)cc1,2,-4,0,1,2,0,30,·,8
NC(=O)NC(=O)COC(=O)c1ccccc1OCc1ccc(F)cc1,0,-2,1,-3,1,-1,12,-2,7
O=C(NC1CCCC1)C(c1ccccc1)N(C(=O)c1ccno1)c1cccnc1 (stereo not drawn),6,4[fluorescence artefact?],-4,3,7,1,-1,-3,13
Nc1nc(CN2CCOCC2)cs1,1,5,-6,0,-4,2,-1,0,15
NC(=O)C1CCN(CC(=O)Nc2ccccc2Sc2ccc(Cl)cc2)CC1,5,-2,3,-9,-8,-1,5,1,12
Cc1cc2nc3c(nc2cc1C)C1(C(=O)O)CCC3(C)C1(C)C (stereo not drawn),1,-3,-2,-2,-11,1,0,2,8
CCc1ccc(C2=NN(S(C)(=O)=O)C(c3cccs3)C2)cc1 (stereo not drawn),5,3,-1,3,-18,0,-20,4,7
COc1ccc(O)c(/C=N/Nc2nc3ccccc3[nH]2)c1,-1,-12,1,-1,-1,5,1,2,6
COC(=O)CCCC(=O)N1CCCC(C(=O)c2ccc(OC)cc2C)C1 (stereo not drawn),-2,2,3,-12,-2,0,17,-1,4
O=C(Nc1cc(F)ccc1F)C1CCCO1 (stereo not drawn),8,-5,0,12,27,5,-2,-1,12
CCN(c1ccccc1)S(=O)(=O)c1ccc(C(=O)Oc2ccc(C(C)=O)cc2)cc1,-5,-2[fluorescence artefact?],1,-10,-28,-2,-3,1,0
Cc1ccccc1-c1nc(P(=O)(c2ccccc2)c2ccccc2)c(N2CCOCC2)o1,6,1,-3,-3,4,-5,9,2,4
CSc1nc2ccc(S(=O)(=O)N(C)C)cc2s1,0,-9,2,5,-5,-1,-1,2,20
Cc1ccc2[nH]c(=O)c3cc(C(=O)NCC4CCCO4)sc3c2c1 (stereo not drawn),0,10,3,0,21,-4,17,8,7
CCCn1c(SCC(=O)Nc2ccc3c(c2)CCC3)n[nH]c1=O,2,5,-1,-3,-12,0,-23,-2,6
CCOC(=O)C(NC(C)=O)(Nc1ccc(F)cc1)C(F)(F)F (stereo not drawn),2,1,0,0,-7,0,1,-3,-6
CCOC(=O)N1CCN(C(=O)C(C)n2nc(C)n3c(cc4sccc43)c2=O)CC1 (stereo not drawn),4,1,0,11,12,2,1,-4,16
CCOc1cc(C(=O)NCCOC)ccc1OC,5,5,-1,-7,-4,-2,-6,-1,17
CCOc1ccccc1C(=O)Nc1nnc(COC)s1,11,-3,1,1,-9,-4,11,3,16
CC(=O)NC(CC(=O)N(C)Cc1cccc(Cl)c1Cl)c1ccccc1 (stereo not drawn),-1,-6,-2,6,-5,0,20,-1,6
Cc1ccc(Nc2cc(=O)[nH]c(=O)[nH]2)cc1Cl,-5,-22,2,-16,-2,2,26,0,3
Cc1cccc(-c2nnc(-c3cccc(NC(=O)Cc4cccs4)c3)o2)c1,1,1,0,5,3,·,2,-1,12
O=C(O)CC1Oc2ccc(Cl)cc2NC1=O (stereo not drawn),5,4,-1,1,2,0,0,-3,14
CCc1ccccc1NC(=O)COc1cccc2ccc(C)nc12,1,3,2,-2,-11,-2,-17,-2,9
CCOC(=O)NC(=O)/C(N=Nc1ccc(C(F)(F)F)cc1)=C(\C)O,-4,2,2,-2,-3,0,-9,9.9*,2
COc1cc(CNC2CCCCC2)c(Br)cc1OC1CCCC1,-4,-6,1,-3,-1,0,-4,-1,5
O=C(Nc1ccc(F)cc1F)NC1CCN(S(=O)(=O)c2ccc(F)cc2)CC1,-2,0,-2,2,-6,1,16,4,-2
COc1ccc(Cc2nc(-c3ccncc3)no2)cc1,-4,0,-3,1,1,2,14,1,0
Cc1cccc(-n2c(C)cc(/C=C3\C(=N)N4N=C(CC(C)C)SC4=NC3=O)c2C)c1,5,-11[fluorescence artefact?],9,-7,-10,-22,5,3,13
O=c1c2ccccc2nnn1CSc1nnnn1-c1ccc(O)cc1,-2,-2,-5,-2,1,0,-2,-1,5
Cc1ccc(S(=O)(=O)N(Cc2ccc(Cl)cc2)c2ccccc2C(=O)NCc2cccnc2)cc1,7,-8[fluorescence artefact?],-4,3,-4,-4,3,0,13
Cc1ccc(S/C(=N\S(=O)(=O)c2ccc(Cl)cc2)c2ccccc2)cc1,6,65[fluorescence artefact?],18,2,-1,25,0,1,-1
CN(CCC#N)CC(=O)Nc1ccc(S(N)(=O)=O)cc1,-5,-7,-2,-8,-4,2,-15,0,·
CC1Oc2ccccc2N(CC(=O)N(Cc2ccccc2)Cc2ccccn2)C1=O (stereo not drawn),-7,-15[fluorescence artefact?],-2,4,-20,0,1,3,0
O=C(NC(=S)Nc1ccc2c(c1)C(=O)c1ccccc1C2=O)c1ccc(F)cc1,6,7[fluorescence artefact?],-6,0,-7,-2,2,3,16
c1ccc2c(c1)OCC(c1nnc3sc(-c4cnccn4)nn13)O2 (stereo not drawn),5,-6,-1,-3,0,4,1,-1,4
CN(C[C@H](CC1CCCCC1)N(C[C@H](Cc1ccccc1)N(CCc1ccccc1)N=O)N=O)N=O,1,-2,2,-1,1,0,-10,1,12
O=C(CSCCO)Nc1ccc([N+](=O)[O-])cc1,-4,0,0,-6,-1,-2,1,0,·
O=C(N/N=C/c1ccc(Br)cc1)c1ccc(Br)o1,-4,-11,3,-8,-14,-1,-4,-2,-2
CCOc1ccccc1Cn1c(=O)sc2ccccc21,-3,-10,2,-2,-4,-1,15,-4,3
Nc1nc(SCC(=O)NCCOCCO)nc2sc3c(c12)CCCC3,0,0,4,-6,6,1,14,1,7
c1ccc(-c2nnnn2CCOCCn2nnnc2-c2ccccc2)cc1,-5,-7,-2,-12,-16,0,1,2,20
C#CCOCCOCCOCCNc1nc(N2CCN(C(=O)[C@H](Cc3ccc(O)cc3)n3cc([C@@H](N)C(C)CC)nn3)CC2)nc(N2CCN(C(=O)[C@H](CCCCN)n3cc([C@@H](N)CC(C)C)nn3)CC2)n1 (stereo partly drawn),-1,47,1,-2,-3,1,10,3,6
COc1cccc(CN2CCN(Cc3cc(OC)c(OC)cc3[N+](=O)[O-])CC2)c1,6,66,13,4,-26,·,2,1,19
CCOC(=O)CSc1ccc(S(=O)(=O)N2CCCC2)cc1[N+](=O)[O-],4,1,2,-7,0,1,30,-2,12
COc1cccc(-c2nnc(NC(=O)c3ccccc3Br)o2)c1,1,-7,1,-4,0,2,29,·,8
OCCNc1nc(Nc2ccccc2)nc2ccccc12,1,46,-1,2,-6,-1,7,-1,15
CN(C(=O)c1cc2c(s1)-c1ccccc1S(=O)(=O)C2)c1ccccc1,0,3,-5,-3,-2,3,16,2,6
COCCN(CC(=O)Nc1ccccc1)S(=O)(=O)c1ccc(S(=O)(=O)N2CCCC2)cc1,0,3[fluorescence artefact?],0,2,-1,0,3,1,2

# Results in 14-3-3 Bad PPI, for 3 of the compounds above:
molecule | 14-3-3 Bad PPI
O=C(CSCCO)Nc1ccc([N+](=O)[O-])cc1 | 0
OCCNc1nc(Nc2ccccc2)nc2ccccc12 | 46
COc1cccc(CN2CCN(Cc3cc(OC)c(OC)cc3[N+](=O)[O-])CC2)c1 | 66

# Compounds from the list above that contain a nitro group on carbon, in the order listed:
SMILES,FXIa inh,14-3-3 Bad PPI,Runt-SMMHC FRET,thrombin 1536,hK5 inh,Runt-CBFb FRET,Hck-Nef inh,Wee1 degr inh,FXIIa inh
O=C(CSCCO)Nc1ccc([N+](=O)[O-])cc1,-4,0,0,-6,-1,-2,1,0,·
COc1cccc(CN2CCN(Cc3cc(OC)c(OC)cc3[N+](=O)[O-])CC2)c1,6,66,13,4,-26,·,2,1,19
CCOC(=O)CSc1ccc(S(=O)(=O)N2CCCC2)cc1[N+](=O)[O-],4,1,2,-7,0,1,30,-2,12

# (continued)
SMILES,FXIa inh,14-3-3 Bad PPI,Runt-SMMHC FRET,thrombin 1536,hK5 inh,Runt-CBFb FRET,Hck-Nef inh,Wee1 degr inh,FXIIa inh
O=C(O)CCc1c(C(=O)O)[nH]c2ccccc12,-2,1,-3,5,5,-2,-2,-2,11
CC(C)(C)n1nnnc1C(c1ccc(F)cc1)N(Cc1ccc(F)cc1)Cc1ccco1 (stereo not drawn),0,-8,-2,-7,-4,0,-1,-4,3
CC1CCC(C(C)C)C(OCC(O)C[N+]2(C)CCCCC2)C1 (stereo not drawn),0,-6,2,-5,4,-8,14,0,8
Cc1[nH]c2ccccc2c1C(=O)CSc1n[nH]c(N)n1,33,-2,-1,-5,24,4,20,0,24
CCC(=O)N1CCN(c2ccc(NC(=S)NC(=O)COc3ccccc3)cc2)CC1,2,-21,3,-3,·,-2,11,-3,8
CCN(CC)c1ccc2cc(S(=O)(=O)c3ccc(C)cc3)c(=O)oc2c1,8,2,79*,1,-19,4,20,-1,11
COC(=O)c1ccc(NC(=O)NS(=O)(=O)c2ccc(C)cc2)cc1,1,-3[fluorescence artefact?],4,-8,-16,-2,1,-2,-4
CCOC(=O)C1=C(C)NC(=O)NC1c1ccc(OCCO)c(OC)c1 (stereo not drawn),7,-2,5,3,15,3,2,1,19
CCOC(=O)c1c(NC(=O)CCN2C(=O)c3cccc([N+](=O)[O-])c3C2=O)sc(C(=O)OC(C)C)c1C,8,-3,-5,-1,-6,-5,-2,-4,15
Cc1nc(N2CCc3ccccc3C2)[nH]c(=O)c1CCC(C)C,11,11,0,0,4,0,4,1,18
COCC(C)N=C1NN=C(c2c[nH]c3ccccc23)CS1 (stereo not drawn),4,7,13,3,-8,-1,4,7,13
